FXIa mix inh: inhibitors of human coagulation factor XIa, pooled mixtures | P03951 | purified FXIa, fluorogenic substrate | inhibition, % at 5 µM | actives 0.19% (n = 62,000) | AID 680;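 further: each value is inhibition by a whole ten-compound pool holding the compound; 0% = enzyme with no mixture and 100% = wells lacking enzyme; strong numbers were not always called active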
JNK3 inh: JNK3 (human) kinase inhibition; purified JNK3 kinase activity, HTS; inhibition, % at 8 µM; actives 0.61% (n = 60,000); in the data active means inhibition above about 17%;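 further: 0% = DMSO and 100% = reference inhibitor; many of its hits are not listed in these tables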
Cathepsin G inh: inhibitors of human cathepsin G. purified enzyme, AMC-tetrapeptide fluorescence, pooled mixtures. inhibition, % at 5 µM (by protocol). actives 0.2% (n = 62,000);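 active means inhibition above 20% in each of the two mixture wells holding the compound; inactive means inhibition of 20% or less in either well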;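 further: 0% = enzyme control without mixture and 100% = blank lacking enzyme; strong numbers were not always called active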
Target sequence (P08311 21-244 limits assumed): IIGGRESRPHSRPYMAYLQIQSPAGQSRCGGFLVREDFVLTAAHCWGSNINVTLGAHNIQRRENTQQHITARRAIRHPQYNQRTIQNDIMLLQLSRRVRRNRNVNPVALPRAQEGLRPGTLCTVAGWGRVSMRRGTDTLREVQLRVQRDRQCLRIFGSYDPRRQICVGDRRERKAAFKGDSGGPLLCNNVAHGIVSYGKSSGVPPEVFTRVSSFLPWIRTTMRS
FXIIa mix inh: inhibitors of human coagulation factor XIIa, pooled mixtures; purified FXIIa, fluorogenic substrate; P00748; actives 0.2% (n = 62,000); AID 684; inhibition, % at 5 µM;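 further: 0% = enzyme without compound and 100% = no enzyme blank; some results filed as inactive read as strong as hits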
Target sequence (P00748 20-372 limits assumed): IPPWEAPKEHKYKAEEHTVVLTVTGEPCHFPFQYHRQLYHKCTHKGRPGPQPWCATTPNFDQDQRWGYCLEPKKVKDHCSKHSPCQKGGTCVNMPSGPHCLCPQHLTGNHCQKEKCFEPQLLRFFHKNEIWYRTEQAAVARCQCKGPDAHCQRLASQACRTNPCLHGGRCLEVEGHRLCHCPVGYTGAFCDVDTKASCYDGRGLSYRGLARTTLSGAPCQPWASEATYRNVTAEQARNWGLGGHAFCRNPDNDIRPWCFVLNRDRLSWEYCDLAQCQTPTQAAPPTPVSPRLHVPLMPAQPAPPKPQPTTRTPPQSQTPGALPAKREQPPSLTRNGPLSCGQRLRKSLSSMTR
Target sequence (P00748 373-615 limits assumed): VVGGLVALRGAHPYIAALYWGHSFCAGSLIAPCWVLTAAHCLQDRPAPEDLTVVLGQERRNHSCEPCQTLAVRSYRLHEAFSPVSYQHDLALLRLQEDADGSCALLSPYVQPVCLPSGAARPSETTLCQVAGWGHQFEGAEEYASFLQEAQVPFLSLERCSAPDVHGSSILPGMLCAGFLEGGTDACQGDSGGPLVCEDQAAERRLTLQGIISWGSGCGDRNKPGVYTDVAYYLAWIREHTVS
PKA inh: blocks human protein kinase A activity | actives 0.1% (n = 65,000) | PKA Kemptide phosphorylation, Kinase-Glo ATP luminescence | inhibition, % at 6 µM | AID 524;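 active means inhibition above the screen-wide mean inhibition plus 3 SD, cut at about 21% in these data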; further: many of its hits are not listed in these tables
ROCK2 inh: ROCK2 (human) kinase inhibition | O75116 | purified ROCK2, Kinase-Glo ATP depletion luminescence | inhibition, % at 6 µM | actives 0.35% (n = 60,000) | AID 604;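 active means inhibition above the screen-wide mean inhibition plus 3 SD, cut at about 18% in these data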;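 further: plate controls were DMSO wells for no effect and Y-27632 control wells after no-enzyme background subtraction for full effect; many of its hits are not listed in these tables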
C1s block: human complement C1s inhibition. P09871. purified C1s, fluorogenic AMC substrate, pooled mixtures. mean inhibition % of two 10-compound mixtures (hits give high values), % at 5 µM (by protocol). actives 0.16% (n = 62,000). AID 538;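 active means inhibition above 20% in each of the two 10-compound mixture wells holding the compound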;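 further: 0% = enzyme wells lacking compound mixture and 100% = no-enzyme blank wells; some compounds called inactive have numbers as strong as hits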
CatS inh: inhibitors of human cathepsin S | P25774 | recombinant cathepsin S, AMC dipeptide fluorescence, pooled mixtures | inhibition, %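 (tested at 5 µM per compound within 10-compound mixtures)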 | actives 0.06% (n = 62,000) | AID 501; in the data active means inhibition above about 32%, passing the limit was not always enough;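 further: 0% = enzyme without compound and 100% = blank without enzyme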
Target sequence (P25774 115-331 limits assumed): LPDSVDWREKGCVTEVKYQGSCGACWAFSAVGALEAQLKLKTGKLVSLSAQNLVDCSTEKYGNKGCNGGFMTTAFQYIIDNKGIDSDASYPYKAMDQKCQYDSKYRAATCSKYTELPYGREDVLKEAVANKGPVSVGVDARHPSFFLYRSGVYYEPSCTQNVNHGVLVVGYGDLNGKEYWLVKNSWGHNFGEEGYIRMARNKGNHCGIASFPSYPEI
CatL block: inhibitors of human cathepsin L | purified cathepsin L, fluorogenic substrate, fluorescence | P07711 | inhibition, %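 (tested at 10 µM)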 | actives 0.17% (n = 58,000); in the data active means inhibition above about 45%;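 further: 0% = enzyme with no compound and 100% = no enzyme blank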
The depositor's hits bear a star. Unless noted, no stated cut-off is given here; in the data, active means inhibition above about 20% (passing the limit was not always enough); inactive means the rest. Random draw from the library; overall some 1.5% were active at least once.

`NC1=C(c2ccc(F)cc2)C(=O)CS1` gave FXIa mix inh 4, Cathepsin G inh -1, FXIIa mix inh 1, PKA inh 11, C1s block 0, CatS inh -2 and CatL block 0.
Screening COc1ccc(C2/C(=C(/O)c3ccc4c(c3)CC(C)O4)C(=O)C(=O)N2CCN2CCOCC2)cc1 (centres undefined) returned FXIa mix inh 4, JNK3 inh -1, Cathepsin G inh 9, FXIIa mix inh -22, PKA inh 4, ROCK2 inh -1, C1s block 11, CatS inh 25 and CatL block 10.
For O=C(Nc1ccccc1N1CCOCC1)c1ccc2c(c1)C(=O)N(Cc1ccncc1)C2=O the results were FXIa mix inh 6, JNK3 inh 3, Cathepsin G inh 8, FXIIa mix inh -9, PKA inh 6, ROCK2 inh 3, C1s block 10, CatS inh -1 and CatL block 1.
COCCNc1nc(=S)[nH]c2cc(OC)c(OC)cc12 was read as FXIa mix inh -1, JNK3 inh -5, Cathepsin G inh -15, FXIIa mix inh 8, PKA inh 2, ROCK2 inh -6, C1s block -26, CatS inh -3 and CatL block -3.
`Cn1nnc2c(sc3nc(N4CCOCC4)c4c(c32)CCCC4)c1=O` gave FXIa mix inh 8, JNK3 inh 5, Cathepsin G inh 14, FXIIa mix inh -16, PKA inh 0, ROCK2 inh -12, C1s block 3, CatS inh 9 and CatL block -23.
Screening CCOC(=O)c1[nH]c2ccc(OCC)cc2c1NC(=O)CN1CCCC(C)C1 (centres undefined) returned FXIa mix inh -23, JNK3 inh -4, Cathepsin G inh -3, FXIIa mix inh 3, PKA inh 2, ROCK2 inh -3, C1s block -23, CatS inh -16 and CatL block -9.
For CC(=O)CSc1nc2ccc(Nc3nc(N4CCOCC4)nc(N4CCOCC4)n3)cc2s1 the results were FXIa mix inh 17, JNK3 inh -1, Cathepsin G inh 16, FXIIa mix inh 3, PKA inh 10, ROCK2 inh 6, C1s block 9, CatS inh -2 and CatL block 3.
`COc1ccccc1C(=O)NCCc1nc2ccccc2[nH]1` gave FXIa mix inh 16, JNK3 inh 4, Cathepsin G inh 1, FXIIa mix inh 7, PKA inh -4, ROCK2 inh 1, C1s block 1, CatS inh 8 and CatL block -5.
CCCCCn1c(CN2CCN(Cc3ccccc3)CC2)nc2c1c(=O)[nH]c(=O)n2C was read as FXIa mix inh 6, JNK3 inh 4, Cathepsin G inh 4, FXIIa mix inh 13, PKA inh 6, ROCK2 inh -2, C1s block -11, CatS inh -1 and CatL block 2.
Screening Cc1ccc2nc(SCCC#N)nc(C)c2c1 returned FXIa mix inh 1, JNK3 inh -3, Cathepsin G inh -8, FXIIa mix inh -2, PKA inh 7, ROCK2 inh 0, C1s block -53, CatS inh 0 and CatL block 12.
`Cn1c(SCc2nc3ccccc3s2)nnc1-c1cccs1` gave FXIa mix inh 3, JNK3 inh -1, Cathepsin G inh 10, FXIIa mix inh 4, PKA inh 0, ROCK2 inh 3, C1s block 5, CatS inh 4 and CatL block -3.
For COc1ccccc1N(C(=O)c1snc(C(N)=O)c1N)C(C(=O)NCCC(C)C)c1ccco1 (centres undefined) the results were FXIa mix inh 5, JNK3 inh 4, Cathepsin G inh 0, FXIIa mix inh 3, PKA inh -2, ROCK2 inh -4, C1s block -31, CatS inh -3 and CatL block -5.
Screening CCN(CC)S(=O)(=O)c1ccc2oc(C(=O)NC(C)C)c(C)c2c1 returned FXIa mix inh 7, Cathepsin G inh 7, FXIIa mix inh 3, PKA inh 12, C1s block 8, CatS inh 1 and CatL block 2.
`Cc1noc(C)c1COc1ccc(C(=O)OCC(=O)c2ccc3c(c2)OCCO3)cc1` gave FXIa mix inh 0, JNK3 inh 2, Cathepsin G inh -3, FXIIa mix inh 1, PKA inh 10, ROCK2 inh 4, C1s block -7, CatS inh -4 and CatL block 1.
`O=C(CCn1c(=O)c2sccc2n(CC(=O)NCc2ccco2)c1=O)NCc1ccccc1` gave FXIa mix inh 6, JNK3 inh -1, Cathepsin G inh 1, FXIIa mix inh 2, PKA inh -2, ROCK2 inh -2, C1s block -6, CatS inh 17 and CatL block 2.

Overlap with the part before: 6 entries, followed by the next part.
Screening Cc1ccc2nc(SCCC#N)nc(C)c2c1 returned FXIa mix inh 1, JNK3 inh -3, Cathepsin G inh -8, FXIIa mix inh -2, PKA inh 7, ROCK2 inh 0, C1s block -53, CatS inh 0 and CatL block 12.
`Cn1c(SCc2nc3ccccc3s2)nnc1-c1cccs1` gave FXIa mix inh 3, JNK3 inh -1, Cathepsin G inh 10, FXIIa mix inh 4, PKA inh 0, ROCK2 inh 3, C1s block 5, CatS inh 4 and CatL block -3.
For COc1ccccc1N(C(=O)c1snc(C(N)=O)c1N)C(C(=O)NCCC(C)C)c1ccco1 (centres undefined) the results were FXIa mix inh 5, JNK3 inh 4, Cathepsin G inh 0, FXIIa mix inh 3, PKA inh -2, ROCK2 inh -4, C1s block -31, CatS inh -3 and CatL block -5.
Screening CCN(CC)S(=O)(=O)c1ccc2oc(C(=O)NC(C)C)c(C)c2c1 returned FXIa mix inh 7, Cathepsin G inh 7, FXIIa mix inh 3, PKA inh 12, C1s block 8, CatS inh 1 and CatL block 2.
`Cc1noc(C)c1COc1ccc(C(=O)OCC(=O)c2ccc3c(c2)OCCO3)cc1` gave FXIa mix inh 0, JNK3 inh 2, Cathepsin G inh -3, FXIIa mix inh 1, PKA inh 10, ROCK2 inh 4, C1s block -7, CatS inh -4 and CatL block 1.
`O=C(CCn1c(=O)c2sccc2n(CC(=O)NCc2ccco2)c1=O)NCc1ccccc1` gave FXIa mix inh 6, JNK3 inh -1, Cathepsin G inh 1, FXIIa mix inh 2, PKA inh -2, ROCK2 inh -2, C1s block -6, CatS inh 17 and CatL block 2.
Screening Cc1cc(C(=O)OCC(=O)N2CCOCC2)c2ccccc2n1 returned FXIa mix inh 18, JNK3 inh 0, Cathepsin G inh 1, FXIIa mix inh 9, PKA inh -2, ROCK2 inh 0, C1s block 3, CatS inh 5 and CatL block 0.
`CN(C)C(=O)c1ccccc1-c1ccccc1` gave FXIa mix inh 5, JNK3 inh -11, Cathepsin G inh 3, FXIIa mix inh 2, PKA inh -2, ROCK2 inh -12, C1s block -4, CatS inh 6 and CatL block -11.
Screening Cc1ccc(S(=O)(=O)N2CCN(S(C)(=O)=O)C2)cc1 returned FXIa mix inh 2, JNK3 inh -5, Cathepsin G inh -11, FXIIa mix inh 4, PKA inh -4, ROCK2 inh 0, C1s block -45, CatS inh 9 and CatL block 1.
CC(=O)OCC(=O)[C@H]1CC[C@H]2[C@@H]3CC=C4C[C@@H](O)CC[C@]4(C)[C@H]3CC[C@]12C was read as FXIa mix inh -19, JNK3 inh 2, Cathepsin G inh -12, FXIIa mix inh -4, PKA inh -6, ROCK2 inh -4, C1s block -112, CatS inh -34 and CatL block 7.
`CCc1cc2ccc(OC)cc2nc1SCC(=O)Nc1cc(C)on1` gave FXIa mix inh 21, JNK3 inh 4, Cathepsin G inh 3, FXIIa mix inh 3, PKA inh 4, ROCK2 inh 2, C1s block 4, CatS inh 11 and CatL block -9.
Cc1cc(-c2ccccc2N)n[nH]1 was read as FXIa mix inh 2, JNK3 inh -2, Cathepsin G inh 12, FXIIa mix inh 6, PKA inh 0, ROCK2 inh -1, C1s block 15, CatS inh 15 and CatL block 0.
O=C(NCCc1c[nH]c2ccccc12)c1cnc2n(c1=O)CCS2 was read as FXIa mix inh -7, JNK3 inh -5, Cathepsin G inh -15, FXIIa mix inh 0, PKA inh 5, ROCK2 inh 2, C1s block -17, CatS inh 16 and CatL block 12.
`Cc1cc(N2CCN(C)CC2)nc2ccc(NC(=O)c3ccc(Br)o3)cc12` gave FXIa mix inh 1, Cathepsin G inh 0, FXIIa mix inh 10, PKA inh 4, C1s block -13, CatS inh 10 and CatL block 0.
For Cc1ccc(NC(=O)Cn2cccc2)cc1C the results were FXIa mix inh 5, JNK3 inh -5, Cathepsin G inh 12, FXIIa mix inh 10, PKA inh 1, ROCK2 inh -1, C1s block 13, CatS inh -7 and CatL block 3.
`CC1=C(C(=O)Nc2ccccc2)C(c2ccccc2)N2C(=O)CSC2=N1` (centres undefined) gave FXIa mix inh -1, JNK3 inh -3, Cathepsin G inh -2, FXIIa mix inh 2, PKA inh 0, ROCK2 inh 0, C1s block -1, CatS inh -9 and CatL block -13.
`O=C(Cc1cccs1)Nc1nnc(SCC(=O)N2CCCCC2)s1` gave FXIa mix inh 1, JNK3 inh 4, Cathepsin G inh 0, FXIIa mix inh 4, PKA inh 10, ROCK2 inh 4, C1s block 0, CatS inh 3 and CatL block -8.
`Cc1nn(-c2ccccc2)c(C)c1NC(=O)Cc1cccs1` gave FXIa mix inh 16, JNK3 inh -4, Cathepsin G inh 17, FXIIa mix inh 5, PKA inh 7, ROCK2 inh 3, C1s block 47 and CatS inh 14.
`CCN1CCN(CCNC(=O)C2CCN(Cc3nc(-c4ccc(Cl)cc4)oc3C)CC2)CC1` gave FXIa mix inh 7, JNK3 inh -1, Cathepsin G inh 6, FXIIa mix inh 0, PKA inh 5, ROCK2 inh -5, C1s block 14 and CatS inh -3.
`O=C(Nc1ccc(NC(=O)c2ccco2)nc1)c1ccccn1` gave FXIa mix inh 2, Cathepsin G inh -3, FXIIa mix inh 4, PKA inh -3, C1s block -5 and CatS inh 19.
O=C(NCCCN1CCN(Cc2ccccc2)CC1)C1CCN(c2nnc(-n3cccc3)s2)CC1 was read as FXIa mix inh 3, JNK3 inh 4, Cathepsin G inh 0, FXIIa mix inh 0, PKA inh 1, ROCK2 inh -1, C1s block 1, CatS inh 9 and CatL block 64*.

2 successive entries out of the list so far, quoted:
`O=C(Nc1ccc(NC(=O)c2ccco2)nc1)c1ccccn1` gave FXIa mix inh 2, Cathepsin G inh -3, FXIIa mix inh 4, PKA inh -3, C1s block -5 and CatS inh 19.
O=C(NCCCN1CCN(Cc2ccccc2)CC1)C1CCN(c2nnc(-n3cccc3)s2)CC1 was read as FXIa mix inh 3, JNK3 inh 4, Cathepsin G inh 0, FXIIa mix inh 0, PKA inh 1, ROCK2 inh -1, C1s block 1, CatS inh 9 and CatL block 64*.

Next part.
`c1cc(-c2noc(-c3ccc4c(c3)OCO4)n2)ccn1` gave FXIa mix inh 3, JNK3 inh 7, Cathepsin G inh 24, FXIIa mix inh 11, PKA inh -3, ROCK2 inh 1, C1s block -2, CatS inh 15 and CatL block 14.
For C=CCn1c(NC(=O)c2ccccc2Cl)c(C#N)c2nc3ccccc3nc21 the results were FXIa mix inh -3, JNK3 inh 8, Cathepsin G inh 1, FXIIa mix inh 7, PKA inh -7, ROCK2 inh -8, C1s block -6, CatS inh 30 and CatL block -77.
Screening Cn1c(SCc2cnc(-c3ccccc3)s2)nnc1C1COc2ccccc2O1 (centres undefined) returned FXIa mix inh -25, JNK3 inh 6, Cathepsin G inh -24, FXIIa mix inh -25, PKA inh 9, ROCK2 inh 4, C1s block -76, CatS inh -17 and CatL block -1.
For CCOc1ccc(S(=O)(=O)n2c(C)nc3ccccc32)cc1 the results were FXIa mix inh -36, JNK3 inh 4, Cathepsin G inh -14, FXIIa mix inh -2, PKA inh 2, ROCK2 inh -5, C1s block -46, CatS inh -26 and CatL block -17.
`COC(=O)c1ccccc1NC(=O)c1ccccc1NS(C)(=O)=O` gave FXIa mix inh 23, JNK3 inh 2, Cathepsin G inh -1, FXIIa mix inh 3, PKA inh -1, ROCK2 inh -7, C1s block 2 and CatS inh 11.
For CN(C(=O)c1ccc(NC(=O)c2cnccn2)cc1)C1CCCCC1 the results were FXIa mix inh 8, Cathepsin G inh -2, FXIIa mix inh -21, PKA inh -9, C1s block 0, CatS inh 11 and CatL block 7.
Screening O=C(Nc1cccc(C(F)(F)F)c1)N1CCC(c2nc(-c3ccc(F)cc3)no2)CC1 returned FXIa mix inh -29, JNK3 inh -1, Cathepsin G inh -31, FXIIa mix inh 1, PKA inh 14, ROCK2 inh 4, C1s block -71, CatS inh -37 and CatL block 8.
`Cn1c(=O)c(C(=O)Nc2cccnc2)c(O)c2ccccc21` gave FXIa mix inh 8, Cathepsin G inh -3, FXIIa mix inh 1, PKA inh 5, C1s block 1, CatS inh -1 and CatL block 21.

Screening data deposited in PubChem by several laboratories.
